Screens from PubChem BioAssay.
Mito fusion yeast – qHTS Assay for Small Molecule Inhibitors of Mitochondrial Division or Activators of Mitochondrial Fusion; Potency, µM (top dose mostly 46.1 µM), without a hit: at the top dose growth rescue (activation), hits mostly activators; 320,000 tested, 0.23% active; S. cerevisiae fusion-defective mutant growth rescue, CellTiterGlo 48 h;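 note: potency is the fitted concentration of half-maximal effect; % of control where 0% means no effect; nearly all actives have a fitted effect of over 45% in size; temperature-sensitive fusion mutants such as fzo1-1 at 37 °C on non-fermentable ethanol glycerol medium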
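Growth-rescue viability read-out: after 48 h at the non-permissive 37C in glycerol/ethanol YPEG, yeast mitochondrial fusion mutants are measured by CellTiterGlo luminescence; compounds (23 nl pinned per well) restoring growth score as division inhibitors or fusion activators.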
Menin-MLL TR inh – qHTS Assay for Inhibitors Targeting the Menin-MLL Interaction in MLL Related Leukemias: Competition With Texas Red Labeled MLL-derived Mutant Peptide | O00255 | Menin + Texas Red MLL mutant peptide, fluorescence polarization | Potency, µM (highest dose often 61.6 µM), for the others: at the highest dose FP activity change, negative = inhibition, usual class: inhibitors | 270,000 tested, 0.23% active; active = well fitted inhibition curve with a large enough effect in the polarisation, with a control signal flat, not every such curve was filed as active; inconclusive = small, poorly fitted or top-dose-only effect, or effect the other way, or a change in a side signal; inactive = no such curve, though single readings can be large or run the other way; the % refers to the polarisation; note: potency is the fitted concentration of half-maximal effect; % of control where 0% means no effect; many of its hits are not listed in these tables
GALK inhibitor – qHTS Assay for Inhibitors of Human Galactokinase (GALK). P51570. Purified GALK, Kinase-Glo residual ATP luminescence. Potency, µM (highest dose often 57.5 µM), for the others: at the highest dose activity change, negative = inhibition, usual class: inhibitors. 270,000 tested, 0.007% active. AID 1868, 2009; note: potency is the fitted concentration of half-maximal effect; % is set by controls: 0 for no effect and ±100 for the full control effect
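GALK at 5 nM final was combined with compound, 35 uM ATP and 100 uM galactose in HEPES pH8.0 with MgCl2 and DTT. The reaction ran one hour at room temperature before luminescent ATP detection.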
ASM inhibitor – Inhibitors of Secretory Acid Sphingomyelinase (S-ASM): qHTS | 340,000 tested, 0.006% active | Sphingomyelin phosphodiesterase (Homo sapiens), P17405 | Potency, µM (doses to about 57.5 µM), without a hit: at the top dose activity change, negative = inhibition, hits mostly inhibitors | placental ASM, HMU-PC fluorogenic substrate, 60 min; note: potency is the fitted concentration of half-maximal effect
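qHTS format. ASM enzyme prepared from human placenta hydrolyses the fluorogenic substrate HMU-PC0 (9 uM final) over 60 min at 37 °C after a 10 min compound preincubation.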
TSHR antag – Antagonists of the Thyroid Stimulating Hormone Receptor: HTS campaign. Thyrotropin receptor (Homo sapiens), P16473. TSHR-expressing cells, TSH-stimulated cAMP HTRF, 2 h; hits give low values. activity change, negative = inhibition, % at 11.5 µM. 330,000 tested, 0.2% active;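 active = activity change below a set negative limit, meaning inhibition stronger than a set level, cut at about -70% in these data; inconclusive = activity change between two set negative limits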; note: % is set by controls: 0 for no effect and ±100 for the full control effect
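Competitive HTRF cAMP read-out (cryptate anti-cAMP antibody, cAMP-d2; 30 min, room temperature) in freshly harvested TSHR cells. Compounds added before TSH at EC80 (4nM final), followed by 2 hours' incubation at 37 deg C.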
BCR signal inh – qHTS Assay to Find Inhibitors of Chronic Active B-Cell Receptor Signaling | 340,000 tested, 0.05% active | ABC-DLBCL IkBa-CBG/CBR reporter, luminescence ratio, 4 h | Potency, µM (top dose mostly 46.1 µM), for inactives: at the top dose ratio change, negative = lower green/red ratio, usual class: inhibitors; active = well fitted inhibition curve with a large enough effect in the signal ratio, with a control signal flat, not every such curve was filed as active; inconclusive = small, poorly fitted or top-dose-only effect, or effect the other way, or a change in a side signal; the % refers to the signal ratio;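 note: potency is the fitted concentration of half-maximal effect; plate controls were basal doxycycline-induced cells for no effect and cells given 10 µM MG132 for full effect; MG132 reads +100%, hits lower the ratio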
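Compounds up to 46 uM were incubated four hours with TMD8 cells whose green CBG68 luciferase is fused to IkappaBalpha; red CBR luminescence normalised the signal, and concentration-effect curves were fitted to fusion, red and ratio data.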
PKM2 act – qHTS Assay for Activators of Human Muscle isoform 2 Pyruvate Kinase; Pyruvate kinase PKM (Homo sapiens), P14618; purified PKM2, Kinase-Glo ATP luminescence, activation; response scale: 0% is enzyme alone, no compound; Potency, µM (highest dose often 57.5 µM), inactives show at the highest dose activation, usual class: activators; 260,000 tested, 0.34% active; note: potency is the fitted concentration of half-maximal effect; % is set by controls: 0 for no effect and ±100 for the full control effect; nearly all actives have a fitted effect of over 55% in size
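Purified hPK-M2 (>95% pure) converted ADP (0.1 mM final) to ATP with 0.5 mM PEP in 50 mM imidazole pH7.2, KCl, MgCl2, Tween 20, BSA; 1 h at room temperature. ATP detected by Kinase-Glo luminescence.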
Eya2 inh – qHTS Assay for Inhibitors of the Phosphatase Activity of Eya2. recombinant Eya2, OMFP fluorescence dephosphorylation (OMFP is methylfluorescein phosphate). Protein phosphatase EYA2 (Homo sapiens), O00167. 330,000 tested, 0.006% active. AID 488837, 2010. Potency, µM (titrated, usually from 76.9 µM), for inactives: top-dose activity, negative = inhibition, hits mostly inhibitors; note: potency is the fitted concentration of half-maximal effect; % is set by controls: 0 for no effect and ±100 for the full control effect
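Eya2 (0.2 uM) preincubated 10 min at ambient with compound, then OMFP substrate added at 50 uM; 10 min reaction in 50 mM HEPES pH 7.5, 50 mM NaCl, 5 uM MgCl2, 0.05% BSA, 1 mM DTT. Fluorescence read at Ex 485/Em 525 nm.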
MBNL1-CUG inh – qHTS Assay for Inhibitors of MBNL1-poly(CUG) RNA binding. 280,000 tested, 0.036% active. Potency, µM (series often up to 57.5 µM), for the others: top-dose activity change, negative = inhibition, actives largely listed as inhibitors. Muscleblind-like protein 1 (Homo sapiens), Q9NR56. AID 2675, 2010. TR-FRET MBNL1-His/biotin-(CUG)12 binding, 665/545 ratio; active = well fitted inhibition curve with a large enough effect in the signal ratio, with a control signal flat, not every such curve was filed as active; inconclusive = small, poorly fitted or top-dose-only effect, or effect the other way, or a change in a side signal; inactive = no such curve, though single readings can be large or run the other way; the % refers to the signal ratio; note: potency is the fitted concentration of half-maximal effect; % is set by controls: 0 for no effect and ±100 for the full control effect
Target sequence (Q9NR56 whole entry, looked up): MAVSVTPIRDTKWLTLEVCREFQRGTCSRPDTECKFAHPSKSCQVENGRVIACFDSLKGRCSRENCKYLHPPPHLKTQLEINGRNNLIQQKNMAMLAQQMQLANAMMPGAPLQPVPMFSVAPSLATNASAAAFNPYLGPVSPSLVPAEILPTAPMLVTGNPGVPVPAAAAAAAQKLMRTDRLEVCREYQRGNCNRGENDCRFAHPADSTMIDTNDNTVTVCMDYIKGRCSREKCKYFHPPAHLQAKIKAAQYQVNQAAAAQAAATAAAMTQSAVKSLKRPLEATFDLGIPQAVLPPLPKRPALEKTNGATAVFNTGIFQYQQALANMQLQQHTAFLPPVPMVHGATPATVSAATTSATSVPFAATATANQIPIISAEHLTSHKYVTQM
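MBNL1-His + Biotin-(CUG)12, cpd titration 92 nM–58 uM; Tb anti-His Ab 0.055 ng/ul, SA-XL665 5 nM (final); 60 min RT; ratiometric 665/545 nm, Ex 340 nm; normalized to buffer and full-complex controls.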
USP2a inh – qHTS Assay for Inhibitors of Ubiquitin-specific Protease USP2a Using CHOP2 as the Reporter | 330,000 tested, 0.01% active | Ubiquitin carboxyl-terminal hydrolase 2 (Homo sapiens), O75604 | AID 463254, 2010 | Potency, µM (titrated, usually from 38.3 µM), for inactives: top-dose activity change, negative = inhibition, actives largely listed as inhibitors | USP2 core, Ub-CHOP2 coupled fluorogenic reporter, 485/531;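 note: potency is the fitted concentration of half-maximal effect; plate controls were DMSO wells for no effect and full inhibition by NEM control for full effect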
Target sequence (O75604 whole entry, looked up): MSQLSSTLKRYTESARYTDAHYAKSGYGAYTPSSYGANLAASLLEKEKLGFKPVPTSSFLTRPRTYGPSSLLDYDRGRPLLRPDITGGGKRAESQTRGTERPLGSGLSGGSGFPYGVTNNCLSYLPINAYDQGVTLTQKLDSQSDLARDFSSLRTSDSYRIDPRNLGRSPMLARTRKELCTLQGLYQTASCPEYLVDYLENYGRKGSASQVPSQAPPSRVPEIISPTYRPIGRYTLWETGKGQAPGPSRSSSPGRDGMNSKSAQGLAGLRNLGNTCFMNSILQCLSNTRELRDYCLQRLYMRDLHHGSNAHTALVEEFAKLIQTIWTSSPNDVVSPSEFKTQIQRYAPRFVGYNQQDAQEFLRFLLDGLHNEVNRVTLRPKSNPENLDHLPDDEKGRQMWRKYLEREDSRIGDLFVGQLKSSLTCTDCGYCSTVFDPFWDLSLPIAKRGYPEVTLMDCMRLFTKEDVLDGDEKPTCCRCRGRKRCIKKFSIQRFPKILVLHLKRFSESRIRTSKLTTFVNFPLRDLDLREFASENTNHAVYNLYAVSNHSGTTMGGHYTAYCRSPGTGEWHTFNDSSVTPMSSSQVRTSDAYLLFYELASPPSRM
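Cell-free coupled assay: 10nM USP2 core preincubated 30min RT with compound in Tris-HCl pH 8.0/CaCl2/CHAPS buffer, then 25nM Ub-CHOP2 and 25nM reporter substrate; fluorescence (Ex 485/Em 531) read after 60min RT, normalized to NEM inhibition, concentration-response curves fitted.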
hERG WT inh – qHTS for Inhibitors of KCHN2 3.1: Wildtype qHTS; activity change, % at 1.84 µM; AID 720551, 2013; 340,000 tested, 0.37% active; U2OS, BacMam KCNH2, thallium flux FluxOr; hits give low values; Voltage-gated inwardly rectifying potassium channel KCNH2 (Homo sapiens), Q12809;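 active = maximum activity change below -70%; inconclusive = maximum activity change between -70% and -50%; inactive = maximum activity change above -50%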; note: % is set by controls: 0 for no effect and ±100 for the full control effect
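U2OS cells were transduced with wild-type KCNH2 virus (2.03 x 10^8 / mL) for 4 h at room temperature, then cultured overnight at 37 C. Thallium flux was read with FluxOr dye. Rate constants were normalized to DMSO controls.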
Numbers without * were called inactive; i = inactive; ? = inconclusive; . = not tested or not shown; [ ] = another dose, or the depositor's remark. Unless noted, calls come from the whole dose curve; as a rule, active = well fitted curve in the direction sought with a large enough effect; inconclusive = small, poorly fitted or top-dose-only effect, or another doubt; inactive = no such curve, though single readings can be large; an effect the other way counts as inactive or inconclusive. This is a subset; the hit share may differ from the screen's.

SMILES	Mito fusion yeast	Menin-MLL TR inh	GALK inhibitor	ASM inhibitor	TSHR antag	BCR signal inh	PKM2 act	Eya2 inh	MBNL1-CUG inh	USP2a inh	hERG WT inh
CCOc1ccccc1N1CCN(Cc2cn[nH]c2-c2ccc(F)cc2)CC1	7.4%	.	-3.6%	2.3%	-5.7	?	1.8%	-17.1%	.	-3.9%	36.2
COc1cccc(C(=O)NNC(=O)c2ccccc2-n2cccc2)c1	-6.5%	-4.0%	-0.8%	-3.8%	1.9	1.3%	0.9%	-2.2%	-5.2%	-0.4%	1.7
Cc1cccc(C)c1N1C(=O)CC(N(O)c2ccccc2)C1=O (stereo not drawn)	-5.6%	16.8%	-0.5%	3.8%	2.3	0.5%	1.9%	4.3%	-6.3%	-5.2%	-1.6
Cc1ccc(NC(=S)N(CCCN2CCN(C)CC2)Cc2cccs2)cc1	13.2%	-6.9%	2.7%	-0.6%	39.5	-4.9%	8.1%	-8.5%	-5.5%	-4.1%	14.0
Cc1ccc(C(=O)NNc2ncnc3ccccc23)cc1	-0.5%	.	-0.6%	12.4%	-6.5	?	8.2%	5.6%	-0.6%	-11.2%	-7.6
FC(F)Sc1ccc(NC(=S)N2CCN(c3ccccn3)CC2)cc1	-27.1%	-1.8%	13.0%	0.7%	-9.3	?	1.8%	-8.2%	-3.1%	0.2%	37.4
Cc1ccc(C)c(NC(=S)NNC(=O)c2ccc(Br)o2)c1	-4.4%	.	-2.4%	-1.1%	6.9	?	2.4%	3.6%	-3.4%	0.4%	-6.1
COc1ccc(OC)c(NC(=O)C2CCCN(S(C)(=O)=O)C2)c1 (stereo not drawn)	2.8%	10.0%	-1.8%	4.0%	-4.3	-5.8%	0.2%[11.5 µM]	10.3%	30.1%[activator]	0.4%	-1.3
CCCC1=Nc2cc(C(=O)NCCCOC(C)C)ccc2Sc2ccccc21	10.7%	.	-3.1%	-8.8%	-5.4	?	1.5%	-34.3%	2.5%	0.3%	4.5
Fc1ccc(CSc2nnc(CN3CCOCC3)n2-c2ccccc2)c(Cl)c1	-1.3%	-13.9%	-3.6%	-0.8%	-6.8	13.3%	-3.4%	14.1%	-0.4%	1.5%	-2.5
O=C(c1cc2ccccc2o1)N1CCN(CCOc2ccccc2)CC1	4.3%	.	.	1.3%	3.4	0.4%	.	-2.0%	.	0.8%	2.6
Cn1cc(SCC(=O)Nc2ccc3c(c2)OCO3)c2ccccc21	0.4%	11.6%	1.0%	-1.1%	12.4	-11.5%	7.1%	-24.8%	-3.8%	1.2%	-0.3
O=C(NCCCn1cccn1)C1CCC(=O)N(Cc2ccccc2F)C1 (stereo not drawn)	-6.0%	-8.1%	-1.0%	-0.5%	-1.5	0.9%	.	?	4.9%	-0.6%	-4.2
O=C(NCc1cccc(Cl)c1)C1CCCO1 (stereo not drawn)	5.7%	1.6%	-0.8%	-2.6%	3.0	-1.9%	4.7%	-2.1%	-8.4%	0.4%	0.5
COC(CNC(=O)c1coc2nc3ccccc3nc12)OC	-4.4%	.	-0.4%	i	-0.7	?	4.0%	3.5%	?	-2.7%	-0.4
CCCCN(CCCC)C(=S)N/N=C/c1c(C)[nH]n(-c2ccccc2)c1=O	-1.3%	?	-0.5%	-5.5%	-6.3	-10.9%	-10.1%	20.3%	-12.2%	-1.9%	-0.3
CCOc1cc(C(=O)N=c2sccn2C)cc(Br)c1OC	5.5%	15.3%	0.0%	1.1%	-7.2	-1.3%	-0.6%	5.7%	2.4%	2.0%	17.8
Cc1cc(=O)n2c(-c3ccc(Cl)cc3)csc2n1	0.4%	.	2.4%	2.4%	-3.2	-0.6%	8.0%	-21.6%	6.6%	-1.1%	-6.7
COCCCn1c(SCC(=O)OC2CCCCC2)nnc1-c1cccs1	-0.3%	?	-1.2%	-0.4%	1.5	7.1%	2.7%	18.1%	-4.7%	-1.2%	15.2
O=C(CN1CCC(Cc2ccccc2)CC1)NC(=O)NCc1ccco1	5.6%	-15.0%	4.6%	-4.8%	9.7	3.7%	-0.3%	-14.7%	3.4%	-7.0%	?
CN(Cc1ccccc1F)C(=O)C(Cc1ccccc1)NC(=O)c1ccccc1 (stereo not drawn)	24.4%	.	.	-0.3%	-12.0	-11.4%	.	-12.1%	.	-1.5%	-10.1
CCC(O)C1CCN(C(=O)c2ccc(OC3CCN(Cc4ccccn4)CC3)cc2)CC1 (stereo not drawn)	1.6%	.	-9.3%	6.0%	22.0	0.5%	.	8.5%	-0.8%	-0.7%	-2.5
COC(=O)c1ccc(C)c(NC(=O)C2CC(=O)N(C3CCCC(C)C3C)C2)c1 (stereo not drawn)	1.5%	.	.	-0.3%	-14.7	-4.7%	.	-3.7%	.	1.6%	21.7
c1ccc(C[n+]2c(-c3ccccc3)csc2Nc2ccccc2)cc1	-2.8%	3.7%	2.0%	-0.4%	5.8	?	-9.5%	-6.9%	?	-0.7%	11.6
Cn1cc(CN2CCC(C(O)c3cccs3)CC2)c(-c2ccccc2F)n1 (stereo not drawn)	-7.5%	.	-2.6%	4.9%	11.1	5.8%	1.6%	12.1%	-8.2%	8.8%	3.8
CC(=O)O/N=C(/C)c1ncc(C(F)(F)F)cc1N1CCOCC1	3.3%	4.8%	0.0%	-2.4%	16.0	11.9%	-1.2%	6.3%	-0.9%	1.2%	-2.4
CC[C@]1(C(=O)OC)[C@H]2C(=O)N(Cc3ccccc3)C(=O)[C@H]2[C@H]2CN=C(SCc3ccccc3)N21	.	.	.	2.4%	0.9	-0.2%	.	2.4%	.	0.7%	3.3
COc1ccccc1CN1CCSCC1	-2.4%	6.9%	-0.6%	5.3%	3.4	-13.4%	2.4%	-15.9%	5.1%	2.5%	1.5
COc1cccc(NS(=O)(=O)c2ccc3c(c2)NC(=O)C(C)C(=O)N3)c1 (stereo not drawn)	-1.9%	-9.1%	.	1.7%	5.6	0.2%	1.3%	-6.1%	6.6%	2.5%	5.3
Cc1ccc(NC(=O)C2C(c3ccccc3)C2(Cl)Cl)c(C)c1 (stereo not drawn)	3.6%	.	-2.9%	-5.1%	-17.4	?	-1.4%	6.4%	-2.9%	1.5%	-3.0
C/C(=N\NC(=O)c1ccccc1)c1c(C)[nH]n(-c2ccccc2)c1=O	-0.3%	?	5.7%	8.2%	9.7	?	3.3%	-5.9%	3.5%	1.7%	7.6
Cc1ccccc1NC(=O)Cc1cn(C)c2ccccc12	0.8%	.	-4.8%	-0.3%	-1.4	?	-0.7%	0.5%	-0.8%	0.1%	0.9
COc1ccccc1-c1ccc2nnc(SCC(=O)N3CCCC3)n2n1	1.2%	.	.	28.5%	-7.7	-1.5%	.	-3.5%	.	-0.1%	6.3
O=C(Nc1cnn(Cc2ccc(F)cc2)c1)c1cc(-c2ccco2)on1	22.8%	?	-2.5%	-3.6%	-9.7	22.1%	-2.2%	4.3%	3.0%	-1.1%	-4.4
O=C(COC(=O)Cc1ccsc1)Nc1cccc(Cl)c1	0.6%	.	.	-2.8%	16.9	0.1%	.	1.2%	.	-0.2%	-4.2
C=CCNC(=O)C(C#N)c1nc2ccccc2nc1N1CCCCCC1 (stereo not drawn)	2.3%	-8.4%	2.4%	.	-3.8	?	-0.9%	-1.2%	?	5.6%	-2.3
CC1(C)CC(=O)C=C(Nc2ccc(C(=O)O)c(O)c2)C1	4.1%	1.0%	-2.6%	5.7%	-12.5	7.8%	.	9.8%	0.6%	0.8%	2.6
